Source: PubChem BioAssay
F508del corr: correctors of CFTR F508del function in bronchial epithelial cells; CFBE cells, YFP halide quenching; stimulated with forskolin plus potentiator P3; % fluorescence drop versus neutral controls; activity (quench increase), % at 7.58 µM; 350,000 compounds, 0.36% hits; AID 720511;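 active = mean added fluorescence quench of at least 8% versus neutral control, with both replicates also reaching 8%; inconclusive = only one of the mean or replicate conditions met; inactive = mean below 8% and not both replicates reaching 8%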;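 also: cells transiently co-express mutant CFTR-F508del with the halide-sensitive YFP; corrector assay measuring rescue of mutant channel to the surface after 24 h compound exposure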
RAD54 inh: inhibitors of human RAD54 branch migration | AID 602329 | RAD54 Holliday junction branch migration, FAM/BHQ fluorescence | Q92698 | 360,000 compounds, 0.14% hits | inhibition, % at 10.4 µM;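 active = mean normalized replicate activity at least 40 and at least half of replicates scoring 40 or more; inconclusive = only one of the two criteria met; inactive = mean below 40 and under half of replicates reaching 40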;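 also: 0% = median of neutral control wells and 100% = median of positive control wells; inhibitors cause a drop in the FAM fluorescence signal; in these data hits start at about 50%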
DENV2 CPE: protects cells from dengue virus 2 cytopathic effect; AID 651640; 350,000 compounds, 1.7% hits; CPE inhibition, % at 9.99 µM; DENV2-infected cells, cytopathic effect rescue, plate reader; in the data active = CPE inhibition above about 20%, passing the limit was not always enough; inconclusive = no clear call, values can overlap the other calls; tested in BHK-21 cells;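 also: 0% = median of neutral control wells and 100% = median of positive control wells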
Xi reactivation: activators of X-chromosome reactivation in mouse fibroblasts; 360,000 compounds, 0.055% hits; activation, % at 7.58 µM; XiGFP mouse fibroblasts, % GFP-positive cells imaging, 3 d; cells co-treated with 5-aza-dC sensitizer; scaled so ellipticine positive control = 100%;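 active = mean normalized replicate activation at least 10% and every replicate at or above 10%; inconclusive = only one of the two criteria met; inactive = mean below 10% and not all replicates reach 10%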;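 also: 0% = median of on-plate neutral control wells and 100% = ellipticine 6 µM median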
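Material: XiGFP fibroblasts, SV40-immortalized. Buffer or medium: DMEM plus 5-aza-dC sensitizer. Compound: single concentration per compound, delivered by pin transfer. Times: 3 days compound exposure. Controls: ellipticine 6 µM.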
RAD52 anneal inh: inhibitors of human RAD52 DNA annealing | P43351 | recombinant RAD52 DNA annealing, FRET fluorescence | inhibition, % at 18.7 µM | 360,000 compounds, 0.46% hits | AID 651710;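 active = every replicate showing at least 50% inhibition; inconclusive = mean inhibition at least 50% but not in every replicate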
Target sequence (P43351 whole entry, looked up): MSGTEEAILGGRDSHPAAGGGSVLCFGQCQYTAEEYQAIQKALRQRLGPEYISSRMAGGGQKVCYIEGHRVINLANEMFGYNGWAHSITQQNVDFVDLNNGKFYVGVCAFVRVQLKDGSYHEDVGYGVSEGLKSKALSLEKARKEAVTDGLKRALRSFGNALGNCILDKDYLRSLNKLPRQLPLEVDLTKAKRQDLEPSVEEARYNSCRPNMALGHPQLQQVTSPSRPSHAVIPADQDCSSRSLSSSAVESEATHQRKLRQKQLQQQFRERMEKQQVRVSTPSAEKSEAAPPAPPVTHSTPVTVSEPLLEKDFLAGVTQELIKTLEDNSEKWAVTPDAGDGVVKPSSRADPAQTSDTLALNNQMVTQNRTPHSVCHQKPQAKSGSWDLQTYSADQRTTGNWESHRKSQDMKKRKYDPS
GSIS activator: primary screen for activators of insulin secretion dependent on glucose, INS-1E cells, GLuc reporter luminescence; INS-1E GLuc reporter insulin secretion, 2-3 h; activation, % at 16.6 µM; 370,000 compounds, 0.61% hits;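 active = lowest replicate activation of at least 40%, so every replicate reaches that level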;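 also: 0% = median of neutral control wells and 100% = median of IBMX positive control wells; some compounds called inactive have numbers as strong as hits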
CASP6 VEID inh: inhibitors of human caspase-6 | inhibition, % at 12.5 µM | purified caspase-6, Z-VEID-R110 cleavage fluorescence | 350,000 compounds, 0.53% hits;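 active = mean inhibition across replicates at least about 35%, with every replicate also reaching that limit, limit read from the data; inconclusive = only one of the two criteria met; inactive = neither criterion met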;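 also: 0% = median of neutral control wells and 100% = no fluorescence left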
Target sequence (P55212 24-179 limits assumed): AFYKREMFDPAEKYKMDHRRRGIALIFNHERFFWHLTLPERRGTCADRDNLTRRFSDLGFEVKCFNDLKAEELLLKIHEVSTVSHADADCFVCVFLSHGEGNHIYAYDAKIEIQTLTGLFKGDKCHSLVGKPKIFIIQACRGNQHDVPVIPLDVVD
Target sequence (P55212 194-293 limits assumed): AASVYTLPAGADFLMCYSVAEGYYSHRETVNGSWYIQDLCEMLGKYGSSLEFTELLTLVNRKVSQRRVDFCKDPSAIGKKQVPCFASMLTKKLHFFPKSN
E-sel inducer: E-selectin induction on HUVECs; 260,000 compounds, 0.37% hits; HUVEC E-selectin immunofluorescence imaging; normalized: neutral wells 0, TNF-alpha wells 100; P16581; activation, % at 7.58 µM;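 active = mean E-selectin-positive cell signal at least 10% of the positive control, reached in at least 60% of replicates, without over 20% cell loss; inconclusive = no rule given, readout overlaps actives, possibly toxicity-flagged; inactive = the rest, including those meeting only one limit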;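 also: in these data hits start at about 27%; measured in HUVEC primary endothelial cells; signal is the percent of cells scored E-selectin positive by PE staining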
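Test system: HUVEC; input: 3,000 HUVEC/well; measured by: immunofluorescence imaging; read-out: % PE-positive cells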
Starred values were filed as active, the others as inactive; i = inactive; ? = inconclusive; . = not tested or not shown; & = joins results of further samples.

Below each SMILES: F508del corr	RAD54 inh	DENV2 CPE	Xi reactivation	RAD52 anneal inh	GSIS activator	CASP6 VEID inh	E-sel inducer
1. O=C(N[C@H]1CC[C@H](CCNC(=O)C2CCCCC2)O[C@H]1CO)c1ccncc1
→ 0.4	0	-16	0.3	-2	34	1	0.1
2. CC(C)(C)c1ccc(/C=N/N2C(=O)CSC2=S)cc1
→ 1.5	1	1	0.0	-33	14	3	0.5
3. Cc1ccc(Cl)cc1NC(=O)CN1C(=O)COc2ccc(S(=O)(=O)N3CCOCC3)cc21
→ 2.2	.	2	0.2	0	6	4	0.0
4. O=C(Cn1cnc2cc([N+](=O)[O-])ccc2c1=O)NCc1ccccc1
→ -2.5	-4	.	-0.1	-15	2	4	2.2
5. O=C(CCNC(=O)c1ccc(Br)cc1)NCc1ccco1
→ 0.0	-12	11	0.2	3	6	14	0.3
6. Cc1nc([N+](=O)[O-])cn1-c1ccc(N)cc1
→ .	-8	0	0.8	-2	7	1	-2.9
7. CCN(CC)C(=O)Cn1cnc2sc(C(=O)N3CCN(c4ccc(F)cc4)CC3)c(C)c2c1=O
→ -1.2	.	-1	0.0	-6	-4	3	.
8. Cc1ccc(N(CC(=O)NC(C)c2ccccc2)S(=O)(=O)c2c(C)noc2C)cc1 (configuration not stated)
→ -3.1	-4	-7	0.0	7	11	1	-0.2
9. CC(C)[C@H](NC(=O)c1ccco1)C(=O)OCC(=O)c1ccc(Br)s1
→ -1.7	-4	-1	0.1	-112	.	12	0.1
10. CC1CC(C)CN(C(=O)C(C)N2CCN(S(=O)(=O)c3ccc(Br)s3)CC2)C1 (configuration not stated)
→ -0.4	5	3	0.0	-11	-21	5	-0.2
11. C[C@H]1CCCCO[C@H](CN(C)C(=O)Cc2ccccc2)[C@@H](C)CN([C@@H](C)CO)C(=O)c2cc(NS(=O)(=O)c3cn(C)cn3)ccc2O1
→ 0.1	3	2	-0.1	-7	1	-1	0.5
12. C[C@@H]1CN([C@@H](C)CO)C(=O)c2cc(C#C[C@@H](C)O)cnc2O[C@H]1CN(C)CC1CCCCC1
→ -2.0	-1	-3	-0.8	-4	10	0	0.7
13. O=C(CN1CCOCC1)Nc1ccccc1
→ 1.3	-1	2	.	-4	-13	-2	.
14. C[C@H]1CCCCO[C@@H](CN(C)C(=O)Nc2ccc(F)cc2)[C@@H](C)CN([C@@H](C)CO)C(=O)c2cc(NC(=O)c3ccccc3)ccc2O1
→ 0.1	-3	-11	-1.2	25	-43	0	0.3
15. C[C@@H]1CN([C@H](C)CO)C(=O)c2cccc(NS(=O)(=O)c3cn(C)cn3)c2O[C@H]1CN(C)C(=O)Nc1cccc2ccccc12
→ 1.0	1	6	-1.3	13	4	7	0.0
16. N#CCC(=O)Nc1ccc(C(=O)OCC(=O)NCc2ccc3c(c2)OCO3)cc1
→ 1.9	.	6	2.1	-40	3	-2	0.5
17. N#Cc1ccc(C(=O)OCC(=O)NC2CCCC2)cc1
→ -1.3	-5	1	0.0	-3	-2	1	.
18. O=C(CCCC(=O)OCC(Cl)=C(Cl)Cl)Nc1ccc(F)cc1
→ -1.1	-11	6	0.1	3	-18	1	.
19. CC1CCC(NC(=O)CNC(=O)c2ccc3ccccc3c2)CC1 (configuration not stated)
→ -4.1	.	-12	0.1	-5	-9	13	3.0
20. CC(=O)N1c2ccc(S(=O)(=O)N3CCCC(C(=O)Nc4cccc(Cl)c4)C3)cc2CC1C (configuration not stated)
→ 0.2	-1	-2	0.1	-22	6	.	.
21. O=C(Cc1ccccc1)c1ccccc1C(=O)N1CCCCC1
→ 0.2	-2	-3	0.3	0	6	2	.
22. Cc1cs/c(=N\N=C\c2cccc([N+](=O)[O-])c2)n1Cc1ccco1
→ .	.	8	0.2	1	2	0	0.8
23. CC(NC(=O)COC(=O)Cc1cccs1)c1ccc(F)cc1 (configuration not stated)
→ -0.6	-3	-3	0.2	0	-6	-3	-2.7
24. CC(C)n1c(O)c(N=NC(=O)Cc2csc(N3CCOCC3)n2)c2ccccc21
→ 1.0	-1	4	0.1	1	3	0	0.6
25. C[C@H](CO)N1C[C@H](C)[C@H](CN(C)S(C)(=O)=O)Oc2ccc(NS(=O)(=O)c3cccs3)cc2C1=O
→ -0.4	2	14	0.1	-5	15	0	0.7
26. COCCNC(=O)C[C@@H]1CC[C@H]2[C@H](COc3ccc(NC(=O)C4CCOCC4)cc3C(=O)N2C)O1
→ -3.7	-16	7	0.3	3	5	1	-0.2
27. COc1ccc(Nc2c(C3CC3)nc3nc(C)cc(C)n23)cc1
→ 2.0	.	?	0.2	-15	8	-1	0.0
28. c1ccc(CCCN2CCOCC2)cc1
→ -0.7	-6	1	0.1	9	3	2	0.8
29. O=C(CCN1C(=O)S/C(=C\c2ccc(F)cc2)C1=O)Nc1ccc(C(=O)O)c(O)c1
→ -2.5	3	-8	0.0	-7	0	.	.
30. COc1cccc(Cn2cccc(NC(=O)Nc3ccccc3C)c2=O)c1
→ 2.3	.	-2	0.1	-10	-2	1	.

Quoted from the entries so far, 13 compounds:
Below each SMILES: F508del corr	RAD54 inh	DENV2 CPE	Xi reactivation	RAD52 anneal inh	GSIS activator	CASP6 VEID inh	E-sel inducer
1. O=C(N[C@H]1CC[C@H](CCNC(=O)C2CCCCC2)O[C@H]1CO)c1ccncc1
→ 0.4	0	-16	0.3	-2	34	1	0.1
2. CC(C)(C)c1ccc(/C=N/N2C(=O)CSC2=S)cc1
→ 1.5	1	1	0.0	-33	14	3	0.5
3. Cc1ccc(Cl)cc1NC(=O)CN1C(=O)COc2ccc(S(=O)(=O)N3CCOCC3)cc21
→ 2.2	.	2	0.2	0	6	4	0.0
4. O=C(Cn1cnc2cc([N+](=O)[O-])ccc2c1=O)NCc1ccccc1
→ -2.5	-4	.	-0.1	-15	2	4	2.2
5. O=C(CCNC(=O)c1ccc(Br)cc1)NCc1ccco1
→ 0.0	-12	11	0.2	3	6	14	0.3
6. Cc1nc([N+](=O)[O-])cn1-c1ccc(N)cc1
→ .	-8	0	0.8	-2	7	1	-2.9
7. CCN(CC)C(=O)Cn1cnc2sc(C(=O)N3CCN(c4ccc(F)cc4)CC3)c(C)c2c1=O
→ -1.2	.	-1	0.0	-6	-4	3	.
8. Cc1ccc(N(CC(=O)NC(C)c2ccccc2)S(=O)(=O)c2c(C)noc2C)cc1 (configuration not stated)
→ -3.1	-4	-7	0.0	7	11	1	-0.2
9. CC(C)[C@H](NC(=O)c1ccco1)C(=O)OCC(=O)c1ccc(Br)s1
→ -1.7	-4	-1	0.1	-112	.	12	0.1
10. CC1CC(C)CN(C(=O)C(C)N2CCN(S(=O)(=O)c3ccc(Br)s3)CC2)C1 (configuration not stated)
→ -0.4	5	3	0.0	-11	-21	5	-0.2
11. C[C@H]1CCCCO[C@H](CN(C)C(=O)Cc2ccccc2)[C@@H](C)CN([C@@H](C)CO)C(=O)c2cc(NS(=O)(=O)c3cn(C)cn3)ccc2O1
→ 0.1	3	2	-0.1	-7	1	-1	0.5
12. C[C@@H]1CN([C@@H](C)CO)C(=O)c2cc(C#C[C@@H](C)O)cnc2O[C@H]1CN(C)CC1CCCCC1
→ -2.0	-1	-3	-0.8	-4	10	0	0.7
13. O=C(CN1CCOCC1)Nc1ccccc1
→ 1.3	-1	2	.	-4	-13	-2	.

Next section:
Below each SMILES: F508del corr	RAD54 inh	DENV2 CPE	Xi reactivation	RAD52 anneal inh	GSIS activator	CASP6 VEID inh	E-sel inducer
31. CN(C)C(=O)[C@@H]1[C@@H](CO)[C@@H]2Cn3c(ccc(C4=CCCC4)c3=O)[C@H]1N2C(=O)Nc1ccccc1
→ .	-6	3	0.1	10	8	1	-0.1
32. CC1CCCC(C)N1C(=O)CSc1nnc(-c2ccco2)n1C (configuration not stated)
→ 0.4	-8	-2	0.1	-3	-5	1	-0.5
33. Cc1ccc2ccccc2c1C(O)c1ncc(-c2cccc(C(F)(F)F)c2)[nH]1 (configuration not stated)
→ -0.4	1	-5	0.2	-14	-35	-1	0.3
34. COc1cc(/C=C(\C#N)c2nc3ccccc3n2C)cc(OC)c1O
→ 7.1	.	6	0.0	i	4	-3	0.1
35. COC(=O)c1cn(CC(=O)N2CCC3(CC2)C(=O)NCN3c2ccccc2)nn1
→ -1.3	3	12	.	1	.	0	.
36. COc1ccc(N2CC(C(=O)N[C@@H](C)C(=O)N[C@H](CO)c3ccccc3)CC2=O)cc1 (some centres not stated)
→ -3.4	-2	-2	.	-4	23	-6	.
37. CC1(C)CC(=O)C=C(c2n[nH]nc2C2CCCCC2)C1
→ 0.2	9	1	0.4	-1	41	1	0.4
38. C[C@H]1CN([C@@H](C)CO)C(=O)Cc2cc(NC(=O)Cc3cn(C)c4ccccc34)ccc2O[C@H]1CN(C)C
→ -1.7	-3	6	0.0	5	-6	-8	0.2
39. O=C(CNS(=O)(=O)N1CCOCC1)N/N=C/c1cccnc1
→ -0.1	0	-6	0.2	-12	5	2	2.0
40. CCc1ccc(NS(=O)(=O)c2cc(OC)ccc2OC)cc1
→ 2.2	.	10	.	-16	-3	58*	.
41. O=C(NCc1ccc(F)cc1F)[C@@H]1CCCN1C(=O)[C@@H]1CCCN1C(=O)c1ccc(Cl)cc1
→ 1.3	.	?	0.0	-10	5	-3	0.4
42. O=S(NCc1ccco1)C12CC3CC(CC(C3)C1)C2 (configuration not stated)
→ -1.7	1	5	.	-15	-12	4	.
43. Cc1ccnc(NC(=O)CCc2c[nH]c3ccccc23)c1
→ 1.1	1	.	0.0	-5	11	-3	-0.3
44. O=C(CNC(=S)N(Cc1ccccc1)Cc1cccnc1)N1CCOCC1
→ 0.2	-2	3	0.0	-14	-3	2	3.9
45. C[C@@H]1CCCCO[C@H](CN(C)C(=O)C2CCCCC2)[C@@H](C)CN([C@H](C)CO)C(=O)c2cc(N(C)C)ccc2O1
→ -1.1&-2.7&1.7	-2&-6&1	-10&-9&2	-0.1&0.3	-342&-71	5	1&-5&6	-0.3
46. COc1ccc(CN(C)C[C@H]2OCCCC[C@@H](C)Oc3ccc(NS(=O)(=O)c4ccc(C)cc4)cc3C(=O)N([C@@H](C)CO)C[C@H]2C)cc1
→ 1.5	5	-4	-1.1	32	-22	0	-0.1
47. N#CCCn1cc(/C=N/NC(N)=S)c(-c2ccc(-c3ccccc3)cc2)n1
→ 3.3	.	0	0.1	-41	1	1	2.5
48. CC(=O)c1ccc(NC(=O)c2cccc(NC(=O)c3ccccc3)c2)cc1
→ -2.0	7	3	0.0	3	0	-4	.
49. CC(C)(C)CC(=O)NCCCN1CCOCC1
→ -2.1	-9	?	0.3	-9	-8	4	0.1
50. CC(C)NC(=O)Nc1ccc2c(c1)C(=O)N(C)[C@H]1CC[C@H](CC(=O)Nc3ccccc3F)O[C@@H]1CO2
→ -0.2	3	2	0.3	.	-1	.	0.1
51. CCCN1[C@@H]2c3ccc(-c4ccc(OC)cc4)c(=O)n3C[C@@H]2[C@@H](CO)[C@@H]1C(=O)N(C)C
→ -1.6	-11	-11	0.0	-17	-2	3	-0.1
52. CO[C@H](CN(C)C(=O)Nc1ccc(Cl)cc1)[C@@H](C)CN(Cc1ccccc1Cl)[C@@H](C)CO
→ 0.2	-5	-3	0.2	-1	-19	1	0.0
